CatB mix inh = human cathepsin B inhibition by mixtures; P07858; Purified cathepsin B, AMC dipeptide fluorescence, compound mixtures; inhibition, %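 (ten-compound pools at 5 µM per compound and 50 µM total)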; 62,000 tested, 0.06% active; AID 488; in the data active = inhibition above about 22%, passing the limit was not always enough;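 also: 0% = enzyme without compound and 100% = no enzyme blank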
CatS block = blocks human cathepsin S protease activity; 62,000 tested, 0.06% active; inhibition, %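 (tested at 5 µM per compound within 10-compound mixtures)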; recombinant cathepsin S, AMC dipeptide fluorescence, pooled mixtures; AID 501; P25774; in the data active = inhibition above about 32%, passing the limit was not always enough;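 also: 0% = enzyme without compound and 100% = blank without enzyme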
FXIa mix inh = inhibitors of human coagulation factor XIa, pooled mixtures; P03951; purified FXIa, fluorogenic substrate; inhibition, % at 5 µM; 62,000 tested, 0.19% active; in the data active = inhibition above about 20%, passing the limit was not always enough;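 also: each value is inhibition by a whole ten-compound pool holding the compound; 0% = enzyme with no mixture and 100% = wells lacking enzyme; strong numbers were not always called active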
Ec RNAP inh = inhibitors of Escherichia coli RNA polymerase; P0A8V2; E. coli RNA polymerase, fluorescence transcription assay; inhibition, %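 (tested at 10 µM)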; 62,000 tested, 0.2% active; AID 559; in the data active = inhibition above about 20%;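 also: 0% = enzyme without compound and 100% = no enzyme blank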
Cathepsin G inh = inhibitors of human cathepsin G. P08311. purified enzyme, AMC-tetrapeptide fluorescence, pooled mixtures. 62,000 tested, 0.2% active. inhibition, % at 5 µM (by protocol). AID 581;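 active = inhibition above 20% in each of the two mixture wells holding the compound; inactive = inhibition of 20% or less in either well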;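 also: 0% = enzyme control without mixture and 100% = blank lacking enzyme; strong numbers were not always called active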
CatL inh = blocks human cathepsin L protease activity. P07711. purified cathepsin L, fluorogenic substrate, fluorescence. inhibition, %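 (tested at 10 µM)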. 58,000 tested, 0.17% active; in the data active = inhibition above about 45%;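 also: 0% = enzyme with no compound and 100% = no enzyme blank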
Target sequence (P07711 114-288 limits assumed): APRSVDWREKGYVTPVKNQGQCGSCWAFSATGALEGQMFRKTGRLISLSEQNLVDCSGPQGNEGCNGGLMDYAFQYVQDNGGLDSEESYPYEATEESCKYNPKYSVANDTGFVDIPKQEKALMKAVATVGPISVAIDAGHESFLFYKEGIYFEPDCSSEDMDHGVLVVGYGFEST
Target sequence (P07711 292-333 limits assumed): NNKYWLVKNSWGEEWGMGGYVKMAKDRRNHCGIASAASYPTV
CatB block = human cathepsin B inhibition. AID 453. inhibition, %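 (tested at 10 µM)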. P07858. purified cathepsin B, fluorogenic substrate, fluorescence. 63,000 tested, 0.1% active; in the data active = inhibition above about 21%;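 also: 0% = enzyme with no compound and 100% = no enzyme blank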
AP ELISA ortho = alternative pathway complement inhibition, orthogonal assay. Human serum alternative complement pathway, LPS-coated ELISA, C3 deposition; tested in compound mixtures. inhibition, % at 5 µM. 62,000 tested, 0.08% active. AID 1235;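 active = inhibition above 30% in each of the two pooled mixtures holding the compound, so the lower value exceeds 30%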;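 also: 0% = serum in Mg-EGTA without compound and 100% = EDTA serum blank; some compounds past the cut are filed as inactive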
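Test system: human serum alternative complement pathway, C3 deposition on LPS-coated wells; also added: Plate-bound LPS; doses: 5 µM per compound in ten-compound mixtures; schedule: 1 h at 37 °C; detection: Anti-C3 ELISA, OD 450 nm; evaluation: percent inhibition of C3 deposition onto LPS; repeats: two pool placements per compound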
C1s inh = human complement C1s inhibition; P09871; 62,000 tested, 0.16% active; mean inhibition % of two 10-compound mixtures (active compounds read high), % at 5 µM (by protocol); AID 538; purified C1s, fluorogenic AMC substrate, pooled mixtures;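 active = inhibition above 20% in each of the two 10-compound mixture wells holding the compound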;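 also: 0% = enzyme wells lacking compound mixture and 100% = no-enzyme blank wells; some compounds called inactive have numbers as strong as hits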
Target sequence (P09871 16-437 limits assumed): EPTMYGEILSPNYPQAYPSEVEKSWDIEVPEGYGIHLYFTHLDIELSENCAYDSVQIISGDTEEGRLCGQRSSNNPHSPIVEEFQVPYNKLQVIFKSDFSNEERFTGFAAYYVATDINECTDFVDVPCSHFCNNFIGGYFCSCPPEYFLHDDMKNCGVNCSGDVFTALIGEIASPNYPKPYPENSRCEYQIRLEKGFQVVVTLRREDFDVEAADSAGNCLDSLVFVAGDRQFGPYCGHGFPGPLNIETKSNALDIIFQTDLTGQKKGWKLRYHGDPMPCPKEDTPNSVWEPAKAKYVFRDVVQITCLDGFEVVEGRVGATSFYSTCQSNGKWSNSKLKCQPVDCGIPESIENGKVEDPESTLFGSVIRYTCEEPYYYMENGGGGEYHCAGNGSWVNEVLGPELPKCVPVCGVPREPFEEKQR
Target sequence (P09871 438-688 limits assumed): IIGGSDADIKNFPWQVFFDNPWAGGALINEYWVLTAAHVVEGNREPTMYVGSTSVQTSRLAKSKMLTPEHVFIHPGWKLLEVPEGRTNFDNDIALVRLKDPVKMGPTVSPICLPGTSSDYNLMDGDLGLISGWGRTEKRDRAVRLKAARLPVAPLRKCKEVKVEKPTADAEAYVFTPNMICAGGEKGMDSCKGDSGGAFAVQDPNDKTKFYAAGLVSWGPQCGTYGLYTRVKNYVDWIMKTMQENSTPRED
Active calls of the source: *; . = not tested or not shown.

AP ELISA ortho,C1s inh,Cathepsin G inh,CatL inh,CatB mix inh,CatB block,structure,Ec RNAP inh,CatS block,FXIa mix inh
14,-12,12,12,2,2,CSc1nc2ccc(NC(=O)C3CC(=O)N(Cc4ccco4)C3)cc2s1 (centres undefined),9,-1,5
6,-6,-2,-11,1,4,CC(C)Cn1cc(C(=O)NCCCN2CCCC2=O)c2c3ccccc3n(C)c2c1=O,3,-4,-2
3,3,9,15,5,4,CC(C)(C)c1[nH]nc2c1C(Cc1ccccc1)C(C#N)=C(N)O2 (centres undefined),-1,2,8
8,1,2,-1,-5,-8,COCCn1c(Sc2nc(C)cs2)nc2c1c(=O)[nH]c(=O)n2C,-9,-12,8
24,13,7,10,2,2,CCn1c(C)nc2cc(-c3nc4n(n3)Cc3ccccc3-4)ccc21,11,5,7
25,-66,-9,11,-5,4,Cc1ccc(Oc2ccc(S(=O)(=O)N3CCOCC3)cc2C(N)=O)c(-n2nc3ccccc3n2)c1,1,0,-4
-8,-23,-2,4,7,6,Cc1nnc(NC2=NCCCCC2)o1,5,9,1
7,5,9,-7,3,1,CC(=O)NC(Cc1ccc(F)cc1)C(=O)N1CCN(C(=O)NCc2ccccc2)CC1 (centres undefined),4,7,3
20,14,32,2,5,-1,Cc1ccc(-n2c(Cc3cccn3C)nnc2SCC(=O)Nc2nnc(C)s2)cc1,2,-5,7
11,13,9,24,3,5,CCCn1nnc(NC(=O)c2ccccc2Cl)n1,8,10,5
9,-5,11,0,-5,2,COc1ccc(C2=CC(c3ccc(F)cc3)n3nnnc3N2)cc1 (centres undefined),10,15,-3
11,-9,10,7,6,2,COc1cccc(C2CC(C(F)(F)F)n3ncc(C(=O)O)c3N2)c1 (centres undefined),10,-16,5
17,3,-1,4,5,0,CC1CC(C)CN(S(=O)(=O)c2ccc(C(=O)N3CCN(c4ccccc4)CC3)cc2)C1 (centres undefined),1,7,2
3,-55,0,-161,1,-8,C=CCNc1oc(-c2cccc3ccccc23)nc1C#N,-8,-51,-20
-8,1,-7,1,3,2,CC(=O)N(C)C1(c2nnnn2CCOC(=O)Nc2ccc(Cl)cc2)CCCCC1,5,8,-2
10,15,9,.,-3,3,Cc1cc(C)cc(OCC(=O)NCC2CCCO2)c1 (centres undefined),7,0,5
-2,-111,-15,-5,0,3,CCc1ccc(OCc2ccc(C(=O)NCc3ccccn3)o2)cc1,5,38,-6
8,-21,5,.,0,3,COC(=O)c1ccc(O)c(Sc2cc(C(=O)OC)ccc2O)c1,5,-1,4
-4,12,13,11,1,0,CCOC(=O)NC(C(F)(F)F)(C(F)(F)F)P(=O)(c1ccccc1)c1ccccc1,12,-3,23*
4,-382,-49,-386,-33,-46,Cc1c(Cc2ccccc2)c(=O)oc2c(CN(C)C)c(O)c(Cl)cc12,-152,-66,-69
6,15,12,19,5,0,CCOC(=O)c1ccccc1NC(=O)CSc1nc2ccccc2n1CC(=O)N1CCCC1,7,8,5
9,13,16,-1,5,4,Cc1cc(C)nc(SCC(=O)Nc2ncc3c(n2)CC(C)(C)CC3=O)n1,13,10,11
2,-1,1,8,1,3,COC(=O)CN(Cc1ccco1)S(=O)(=O)c1ccccc1,11,6,-1
-5,-41,-12,.,-4,-1,COC(=O)c1cccc(NC(=O)C(C)N2C(=O)c3ccccc3C2=O)c1 (centres undefined),-8,-4,1
5,10,12,6,6,2,COc1cc(NC(=O)CCc2ccccc2)nc(OC)n1,10,2,7
3,17,10,13,4,3,O=C(O)CCS(=O)(=O)Cc1cccc(Cl)c1,7,3,-4
7,-4,14,7,-7,2,Cc1ccc(OCC(O)CN2C(=O)NC(C)(C)C2=O)cc1C (centres undefined),9,13,1
11,10,-4,-7,0,1,CCOC(=O)CC(=O)CSc1ccc2nnc(-c3cccc(F)c3)n2n1,-7,-7,8
3,16,13,9,-4,3,COc1cc2c(cc1OC)C1=C(C#N)CC/C(=N\S(=O)(=O)c3ccccc3)N1CC2,7,6,7
9,8,0,-13,1,1,Clc1cccc(N2CCN(Cc3nc(-c4ccccc4)no3)CC2)c1,3,-11,5
2,4,5,.,-5,3,CCCNC(=O)C1CCN(S(=O)(=O)c2ccc(Br)cc2)CC1,0,-4,-3
-1,1,-4,2,0,1,CC(=O)N1CCN2C(=O)C1CCCC(=O)c1cc(C3CCCCC3)ccc12 (centres undefined),4,-4,3
-21,31,-8,-2,0,0,CCC(C)n1c(=O)c(C(=O)Nc2ccccc2S(N)(=O)=O)c(O)c2ccccc21 (centres undefined),-1,-4,4
6,-40,-1,-5,5,-2,Cc1ccc(N(C(=O)c2ccc(S(=O)(=O)N3CCOCC3)cc2)C2C=CS(=O)(=O)C2)cc1 (centres undefined),7,-1,7
9,-51,2,11,0,4,CS(=O)(=O)N1CCCC(C(=O)NCCCN2CCN(Cc3ccccc3)CC2)C1 (centres undefined),3,-3,-14
-3,12,12,12,2,4,Cc1ccc(S(=O)(=O)c2nc(NCCCn3ccnc3)sc2Cl)cc1,13,3,5
12,-4,10,-9,0,-2,Cn1cc(S(=O)(=O)CC(=O)Nc2ccc3c(c2)OCCO3)c2ccccc21,-1,1,5
11,12,13,21,3,3,O=C(OCc1nc2ccccc2c(=O)[nH]1)c1cccs1,4,7,2
15,19,10,23,3,1,N[C@@H](Cc1ccccc1)c1nnc(SCc2ccccc2Cl)o1,6,-3,9
10,-1,-6,-2,-5,-4,CCC(=O)N(Cc1cc2c(C)cc(C)cc2[nH]c1=O)C1CCCCC1,-5,-9,5
15,6,-3,-4,5,-4,O=C(NCc1ccco1)c1ccc(Cl)c(S(=O)(=O)N2CCOCC2)c1,0,-4,7
11,-4,3,4,-4,-5,CC(O)c1nc2ccccc2n1C1CCCCC1 (centres undefined),-5,0,4
7,5,8,-24,-6,2,CCn1cnc2cc(NCc3ccc(C)cc3)ccc21,8,-3,-2
16,16,10,-4,2,0,COc1cccc(Nc2cc(C)nc3nc(C)nn23)c1,3,-2,8
10,7,29,-2,-8,3,CCOC(=O)N1CCC(NC(=O)c2cc3c(=O)n(C)c4ccccc4c3n2C)CC1,4,6,20
1,-4,6,16,2,5,O=C(CCC1=NS(=O)(=O)c2ccccc2N1)NC1CCCCCCC1,0,0,-4
-2,10,11,-7,5,2,CC(C)CC(=O)Nc1ccc(-c2cn3ccsc3n2)cc1,.,16,8
14,-28,0,.,0,-6,O=C(O)/C=C1\NC(=O)c2ccccc21,6,3,1
6,-23,8,3,4,0,CCOc1ccc2nc(C)cc(C(=O)O)c2c1,-2,8,4
2,2,0,13,17,-2,O=C(Nc1cccnc1)c1c(F)c(F)c(F)c(F)c1F,13,20,10

One compound at a time, from the list above. Order of screens: AP ELISA ortho | C1s inh | Cathepsin G inh | CatL inh | CatB mix inh | CatB block | Ec RNAP inh | CatS block | FXIa mix inh
Record of `CCOC(=O)N1CCC(NC(=O)c2cc3c(=O)n(C)c4ccccc4c3n2C)CC1` → 10 | 7 | 29 | -2 | -8 | 3 | 4 | 6 | 20
Record of `CCCNC(=O)C1CCN(S(=O)(=O)c2ccc(Br)cc2)CC1` → 2 | 4 | 5 | . | -5 | 3 | 0 | -4 | -3
Record of `Clc1cccc(N2CCN(Cc3nc(-c4ccccc4)no3)CC2)c1` → 9 | 8 | 0 | -13 | 1 | 1 | 3 | -11 | 5
Record of `CC(O)c1nc2ccccc2n1C1CCCCC1` (centres undefined) → 11 | -4 | 3 | 4 | -4 | -5 | -5 | 0 | 4

Next section.
AP ELISA ortho,C1s inh,Cathepsin G inh,CatL inh,CatB mix inh,CatB block,structure,Ec RNAP inh,CatS block,FXIa mix inh
12,2,2,-5,-6,-2,O=C(OCC(=O)N1CCN(C(=O)c2ccco2)CC1)c1ccccc1Cc1ccccc1,-7,0,7
16,8,11,6,3,-1,Clc1ccc(CSC2=NCCCN2)cc1Cl,1,4,15
-1,-1,0,9,2,0,Cc1[nH]c2ccccc2c1/C=N/n1cnnc1,6,5,3
3,-44,-6,8,-7,2,CCOc1ccccc1NC(=O)Cn1c(=O)n(CCC(=O)NC2CCCC2)c(=O)c2ccccc21,3,6,-6
17,-6,-1,6,6,-1,c1csc(Cc2nc3ccccc3[nH]2)c1,7,-5,4
-22,-5,-7,28,3,-3,COc1ccc(N(C(=O)c2ccco2)S(=O)(=O)c2cccs2)cc1,1,2,8
5,0,7,8,1,5,Cn1c(=O)c2c(nc(NCc3ccco3)n2C)n(C)c1=O,4,-11,5
-15,-36,-7,9,2,8,CC(=O)N1CCN(c2ccc(NCc3ccc(C)s3)cc2)CC1,3,13,9
4,4,-3,12,2,4,O=C(CN1CCOCC1)Nc1ccc(Oc2ccc(NC(=O)CN3CCOCC3)cc2)cc1,8,7,9
6,-28,4,11,0,4,N#CCCNCC1(c2ccccc2)CCCC1,2,-8,-5
8,-3,3,2,-2,-2,CCc1ccc2[nH]cc(C(=O)N3CCCCCC3)c(=O)c2c1,2,0,7
10,3,-3,-4,8,0,Cc1ccccc1OCCN1C(=O)NC2(CCc3ccccc32)C1=O (centres undefined),9,6,11
1,3,-4,-2,6,4,COc1ccc(C(=O)N2CCOCC2)cc1Br,1,-2,1
6,6,-4,30,4,2,O=C(NCc1ccco1)c1csc(Nc2ccccc2Cl)n1,6,7,11
14,-3,7,12,-1,5,CS(=O)(=O)N(CC(=O)NCc1ccncc1)c1cc(Cl)cc(Cl)c1,2,-3,5
18,10,10,6,2,4,Cc1ccc(CN(CC2CCCO2)C(=O)CN2C(=O)C(C(C)C)Oc3ccccc32)o1 (centres undefined),2,-2,6

Only part of the results is shown. The share of hits here may be higher or lower than overall.
